Pf growth 96h – P. falciparum growth inhibition at 96 hours; P. falciparum luciferase reporter growth, 96 h; Potency, µM (doses to about 28.7 µM), for inactives: at the top dose activity change, negative = inhibition, usual class: inhibitors; actives 6.9% (n = 320,000); AID 504834
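96 h incubation, 37 C, 5% CO2, of luciferase-reporter P. falciparum-infected RBCs (2% hematocrit, 0.05% parasitemia final) with test compounds; endpoint luminescence.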
Tb PYK inh – inhibitors of Trypanosoma brucei pyruvate kinase; Q57TT1; Potency, µM (series often up to 76.8 µM), for inactives: at the top dose activity, negative = inhibition, actives largely listed as inhibitors; actives 0.12% (n = 410,000); TbPYK enzyme, Kinase-Glo Plus ATP luminescence, 45 min; also: nearly all actives have a fitted effect of over 50% in size
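In this concentration-response screen, enzyme-free wells defined baseline while DMSO plates tracked drift. Each reaction combined TbPYK, substrate, compound and 130 uM ADP for 45 min at room temperature. Kinase-Glo Plus luminescence gave the signal.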
LmPK inh – blocks Leishmania mexicana pyruvate kinase activity; purified LmPK, Kinase-Glo ATP luminescence, 1 h; Potency, µM (series often up to 57.5 µM), inactives show at the top dose activity change, negative = inhibition, most hits filed as inhibitors; actives 0.37% (n = 290,000); Q27686
Target sequence (Q27686 whole entry, looked up): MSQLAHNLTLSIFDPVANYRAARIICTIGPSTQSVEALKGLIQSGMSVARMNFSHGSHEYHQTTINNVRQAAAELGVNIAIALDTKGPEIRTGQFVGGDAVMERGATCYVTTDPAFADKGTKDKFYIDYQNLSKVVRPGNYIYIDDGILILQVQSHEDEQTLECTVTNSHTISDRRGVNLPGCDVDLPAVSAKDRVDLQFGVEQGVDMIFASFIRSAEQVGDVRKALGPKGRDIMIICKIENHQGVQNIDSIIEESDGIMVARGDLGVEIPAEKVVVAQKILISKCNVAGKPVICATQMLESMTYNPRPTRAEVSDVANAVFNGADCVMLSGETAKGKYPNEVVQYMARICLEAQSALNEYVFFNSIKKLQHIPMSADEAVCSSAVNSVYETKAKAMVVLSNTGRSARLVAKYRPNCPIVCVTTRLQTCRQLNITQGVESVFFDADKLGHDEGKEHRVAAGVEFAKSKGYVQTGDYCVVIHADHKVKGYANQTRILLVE
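qHTS format; LmPK 0.1 nM; substrates PEP 0.5 mM and ADP 0.1 mM. One-hour room-temperature incubation, then coupled luciferase luminescence; 0.5 nM enzyme wells mark activation.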
Sm TGR block – blocks Schistosoma mansoni thioredoxin glutathione reductase | Q962Y6 | Potency, µM (series often up to 114 µM), without a hit: at the top dose activity change, negative = inhibition, actives largely listed as inhibitors | actives 3% (n = 360,000) | purified TGR, DTNB reduction, TNB absorbance 405 nm; also: nearly all actives have a fitted effect of over 60% in size
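First, TGR (20 nM dispensed) and NADPH were mixed with compound. Second, a 15 min room-temperature incubation followed. Third, further NADPH and then DTNB were added to start the reaction. Finally, TNB absorbance was monitored kinetically.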
HCV inhibitor – blocks hepatitis C virus; Huh7.5.1 HCVcc-Cre infection, luciferase reporter, 44 h; Potency, µM (doses to about 41.8 µM), inactives show at the highest dose activity change, negative = inhibition, actives largely listed as inhibitors; AID 651820; actives 3.4% (n = 340,000)
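A cell-based infection assay in which seeded cells (1,000 per well) receive test compound after 4 h, are inoculated with HCVcc-Cre at approximately 0.5 moi, and are incubated 44 h before luminescence detection.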
Pf growth 48h – P. falciparum growth inhibition at 48 hours (one generation); P. falciparum luciferase growth in erythrocytes, 48 h; Potency, µM (top dose mostly 28.7 µM), inactives show at the top dose activity change, negative = inhibition, actives largely listed as inhibitors; actives 5.9% (n = 310,000); AID 504832
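A one-generation exposure of luciferase-tagged malaria parasites in RPMI 1640/Albumax erythrocyte culture, 37 C and 5% CO2. Inhibition is inferred from decreased luminescence after adding detection reagent.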
* = called active by the depositor; i = inactive; ? = inconclusive; / = not tested or not shown; & = joins results of further samples; [ ] = another dose, or the depositor's remark. Calls follow the shape of the dose curve; as a rule, active = well fitted curve in the direction sought with a large enough effect; inconclusive = small, poorly fitted or top-dose-only effect, or another doubt; inactive = no such curve, though single readings can be large; an effect the other way counts as inactive or inconclusive. % is scaled to controls: 0 for no effect and ±100 for the full control effect; potency is read from the fitted curve at half-maximal effect.

SMILES	Pf growth 96h	Tb PYK inh	LmPK inh	Sm TGR block	HCV inhibitor	Pf growth 48h
O=C1c2ccccc2NC(c2ccco2)N1NS(=O)(=O)c1ccccc1 (stereo unspecified)	?	-4%	4%	-3%	1%	16%
O=C(O)c1cc(N/N=C/C=C/c2ccccc2[N+](=O)[O-])ccc1Cl	494%[activator]	6%	1%	-20%	13%	313%[activator]
CCNc1nc(NC(C)C)nc(N(C#N)Cc2ccccc2)n1	3%[5.75 µM]	-2%	-5%	-3%	?	?
Nc1nc(CSC(=S)N2CCOCC2)nc(Nc2ccc(F)cc2)n1	-4%	17%	1%	-11%	5%	72%[activator]
O=C1[C@@H]2Cc3c([nH]c4ccccc34)C(c3cccc([N+](=O)[O-])c3)N2C(=O)CN1C1CCN(Cc2ccccc2)CC1 (stereo partly specified)	15µM*	/	0%	-9%	/	9.3µM*
COc1cc(CN2CCc3ccc(NC(=O)CCc4ccccc4OC)cc3C2)ccc1O	-14%	-5%	-2%	13µM*	?	5.2µM*
CCCCOc1ccc(C(=O)OCC(=O)N2CCOCC2)cc1	24%	2%	6%	8%	-4%	21%
CCOc1ccc(CCN2CN(C3CCCCC3)CNC2=S)cc1OCC	-29%	-3%	0%	-2%	4%	?
Cc1cc(C)n(CC(=O)c2ccc(Cl)cc2)n1	13%	-1%	12%	2%	-2%	23%
Cc1ccc(NC(=O)Cn2nc(C)cc2C)cc1	/	3%	4%	0%	2%	43%[activator]
CCOc1ccc(N(CC(=O)N2CCN(Cc3ccccc3)CC2)S(C)(=O)=O)cc1	10%	2%	2%	-5%	-2%	-5%
Cc1nc2sc(C(c3ccccc3)N3CCC(O)CC3)c(O)n2n1 (stereo unspecified)	2%	3%	-1%	6%	3%	12%
CCOC(=O)N1CCC(NC(=O)C2CCN(c3nc(-c4ccc(OC)cc4)no3)CC2)CC1	84%[activator]	-1%	-3%	8%	?	?
CCOC(=O)c1nc(N)c(=O)n(-c2ccc(C)cc2)n1	-24%	-8%	2%	1%	14%	-5%
Cc1cccc(NC(=O)C2CCCN(C(=O)NC3CCCCC3)C2)c1C (stereo unspecified)	5%	/	12%	13%[11.4 µM]	13%	/
CCc1ccc(N2CCCn3c2nc2c3c(=O)n(CCN3CCOCC3)c(=O)n2C)cc1	26%	/	3%	3%	/	-2%
Cc1nc(Nc2nc3ccccc3o2)nc2c1CCC2	76%[activator]	0%	16µM*	-6%	2%	-11%
O=c1c2cc(Cl)cc(Cl)c2nc(CN2CCOCC2)n1-c1ccccc1F	-15%	-7%	7%	-15%	-6%	?
CCN(CC)S(=O)(=O)c1ccc(C(C)NCC(=O)Nc2ccccc2C(=O)NC2CC2)cc1 (stereo unspecified)	?	-1%	/	-15%	?	10µM*
CN(Cc1ccccc1)C(=O)C1CCCN(c2ncnc3c2nc2n3CCCCC2)C1 (stereo unspecified)	15µM*	0%	2%	1%	-15%	?
NC(Cc1ccccc1)C(O)(c1ccccc1)c1ccccc1 (stereo unspecified)	?	3%	4%	22%	-5%	?
O=C(O)c1ccc(Oc2ccc(C(F)(F)F)cn2)cc1	16%	-13%	-1%	5%	11%	-4%
Cc1nn(C)c(C)c1Nc1ccc(N2C(=O)C3C4C=CC(C4)C3C2=O)cc1[N+](=O)[O-] (stereo unspecified)	?	-3%	-3%	0%	?	2%
O=C(c1ccc(F)cc1)C1CCN(C(=O)NC2CCCCC2)CC1	?	5%	1%	13%	-4%	?
COCCNC(=O)CCCn1c(=O)c2cc(OC)c(OC)cc2n(CC(=O)Nc2ccccc2OC)c1=O	-14%	-3%	2%	-6%	14%	35%

Arranged by molecular weight (falling): eleven of the compounds above.
SMILES	Pf growth 96h	Tb PYK inh	LmPK inh	Sm TGR block	HCV inhibitor	Pf growth 48h
O=C1[C@@H]2Cc3c([nH]c4ccccc34)C(c3cccc([N+](=O)[O-])c3)N2C(=O)CN1C1CCN(Cc2ccccc2)CC1 (stereo partly specified)	15µM*	/	0%	-9%	/	9.3µM*
COCCNC(=O)CCCn1c(=O)c2cc(OC)c(OC)cc2n(CC(=O)Nc2ccccc2OC)c1=O	-14%	-3%	2%	-6%	14%	35%
CCN(CC)S(=O)(=O)c1ccc(C(C)NCC(=O)Nc2ccccc2C(=O)NC2CC2)cc1 (stereo unspecified)	?	-1%	/	-15%	?	10µM*
COc1cc(CN2CCc3ccc(NC(=O)CCc4ccccc4OC)cc3C2)ccc1O	-14%	-5%	-2%	13µM*	?	5.2µM*
O=C(O)c1cc(N/N=C/C=C/c2ccccc2[N+](=O)[O-])ccc1Cl	494%[activator]	6%	1%	-20%	13%	313%[activator]
Cc1nc2sc(C(c3ccccc3)N3CCC(O)CC3)c(O)n2n1 (stereo unspecified)	2%	3%	-1%	6%	3%	12%
O=C(c1ccc(F)cc1)C1CCN(C(=O)NC2CCCCC2)CC1	?	5%	1%	13%	-4%	?
CCOC(=O)c1nc(N)c(=O)n(-c2ccc(C)cc2)n1	-24%	-8%	2%	1%	14%	-5%
Cc1nc(Nc2nc3ccccc3o2)nc2c1CCC2	76%[activator]	0%	16µM*	-6%	2%	-11%
Cc1cc(C)n(CC(=O)c2ccc(Cl)cc2)n1	13%	-1%	12%	2%	-2%	23%
Cc1ccc(NC(=O)Cn2nc(C)cc2C)cc1	/	3%	4%	0%	2%	43%[activator]

Continuation:
SMILES	Pf growth 96h	Tb PYK inh	LmPK inh	Sm TGR block	HCV inhibitor	Pf growth 48h
COC(=O)C1=C(CSc2nnnn2C)NC(=O)NC1c1cc(C)ccc1C (stereo unspecified)	/	-10%	-16%	-20%	11%	-19%
CNC(=S)N1CCn2cccc2C1c1ccc(F)cc1 (stereo unspecified)	?	-7%	0%	35µM*	7%	-14%
C=CCOC(=O)C1=C(C)NC(SCC(=O)N(CC)CC)=C(C#N)C1c1ccco1 (stereo unspecified)	/	3%&-10%	1%	-21%	?	13µM*
Cc1ccc(CN2CCN(Cc3ccc4cccc(F)c4n3)CC2CCO)cc1 (stereo unspecified)	65%[activator]	-11%	1%	-6%	3%	18%
COc1ccc([C@H]2CC(=O)C=C(/C=C/c3ccc(Cl)cc3)C2)cc1	37%[activator]	-6%	/	0%	21%	43%[activator]
O=C(COC(=O)CNC(=O)c1ccc(Cl)cc1)Nc1ncc(C(F)(F)F)cc1Cl	26%	3%	0%	-10%	5%	21%
Cc1noc2ncnc(Sc3ccc(Cl)cc3)c12	-16%	3%	-1%	?	?	-7%
CCOc1ccc(C2N(c3ccc(Cl)cc3)C(=O)C3CCCN32)cc1OC (stereo unspecified)	-3%	4%	-3%	0%	3%	/
Cc1ccc(CCNC(=O)c2ccc(CS(=O)(=O)Cc3ccc(F)cc3)o2)cc1	-27%	5%	1%	-10%	6%	13%
Cc1cccc(N2C(=S)NC3c4ccccc4OC2(C)C3C(=O)N(C)C)c1 (stereo unspecified)	9.3µM*	-2%	6%	0%	8%	4%
Cc1cc2c3nonc3ccc2n1-c1ccccc1	-9%	2%	2%	1%	-8%	-9%
CCN(CC)S(=O)(=O)c1ccc(C)c(NC(=O)COC(=O)CNC(=O)c2ccc(C(C)(C)C)cc2)c1	?	0%	0%	-1%	-10%	-4%
CC(C)(C)c1ccc(-n2ncc3c2CCCC3NC(=O)CCN2CCCO2)cc1 (stereo unspecified)	16%	-7%	0%	0%	13µM*	-25%
CCOC(=O)N1CCN(C(=O)CSCc2ccccc2Cl)CC1	-24%	0%	-1%	1%	7%	21%
O=c1c(Cl)c(N2CCN(S(=O)(=O)c3ccccc3)CC2)cnn1-c1ccccc1	166%[activator]	6%	-2%	0%	-1%	0%
CCn1nc(C(=O)NC2=NCCS2)c2ccccc2c1=O	?	-3%	11%	3%[11.4 µM]	?	/
Cc1ccc(NC(=O)C23CCC(C)(C(=O)[C@H]2Br)C3(C)C)cc1 (stereo partly specified)	-2%	-1%	-1%	-3%	6%	-16%
COC(=O)c1ccc(S(=O)(=O)NCc2ccco2)n1C	1%	-5%	-2%	35µM*	2%	0%
Cc1ccc(CC(=O)NCCC(=O)O)cc1	19%	9%	-2%	13%	8%	24%
Cc1cc(C)c(S(=O)(=O)N(C)CC(=O)NCc2cccnc2)c(C)c1	4%	-1%	0%	-4%	18%	11%
COC(=O)c1ccc(/C=N/OCC(=O)NCc2ccc(F)cc2)cc1	-3%	-1%	-6%	1%	?	-2%
O=C(CCc1nnc2ccc(NCc3ccc(F)cc3)nn12)N1CCC2(CC1)OCCO2	51%[activator]	0%	1%	-3%	2%	-36%
CC1CCC(NC(=O)C2CCN(c3c4c(nc5ncnn35)CCC4)CC2)CC1 (stereo unspecified)	36%[activator]	4%	3%	5%	?	?
COc1cccc(/C=N/NC(=O)c2c(C)nc3ccc(Br)cn23)c1O	1%	4%	2%	-10%	4.5µM*	12µM*
Cc1ccc2[nH]c(CN3CCN(C)C(CCO)C3)c(C)c2c1 (stereo unspecified)	?	-3%	2%	-30%	-12%	8%
(cont.)
SMILES	Pf growth 96h	Tb PYK inh	LmPK inh	Sm TGR block	HCV inhibitor	Pf growth 48h
COc1cc(C(=O)Nc2c(C)cc(C)cc2C)c(Br)c(OC)c1OC	64%[activator]	-3%	0%	-1%	1%	-5%
Fc1ccc2c(c1)C1C=CCC1C(c1cc3c(cc1Br)OCO3)N2 (stereo unspecified)	4%	-10%	-2%	18%	-19%	5.2µM*
CCOc1cccc(OCCCOc2ccccc2)c1	-3%	-5%	-1%	-4%	4%	/
Cc1nnc2c(NCC(C)c3ccccc3)nc3ccccc3n12 (stereo unspecified)	?	0%	-2%	-1%	1%	?
O=C(O)C1=C(C(=O)Nc2cc(C(F)(F)F)ccc2Cl)CCCC1	?	11%	3%	/	12%	-3%
O=C(NCCN1CCOCC1)c1ccc(Cl)c(S(=O)(=O)N2CCOCC2)c1	?	-8%	-5%	-19%	4%	-5%
CC(Sc1nnc(Cc2ccccc2)n1C)C(=O)NC1CC1 (stereo unspecified)	-25%	-4%	/	-10%	10%	-21%
CN1CC=C2C(C#N)=C(N)C(C#N)(C#N)C(c3ccsc3)C2C1 (stereo unspecified)	?	8%	-1%	-15%	-1%	-26%
COc1cc(OC)c2c(-c3ccccc3)cc(=O)oc2c1C(CC(=O)N1CCOCC1)c1ccc(N(C)C)cc1 (stereo unspecified)	?	2%	3%	?	-17%	7.4µM*
COCCCN(CCNC(=O)c1ccc(NC2=NC3CS(=O)(=O)CC3S2)cc1)Cc1ccco1 (stereo unspecified)	27%	-3%	-4%	10%	-1%	1%
Cc1ccn(CCC(=O)N2CCc3ccccc32)n1	2%	0%	-6%	5%	0%	16%
O=C(NC(=S)Nc1ccccc1F)c1ccc(Br)o1	14%	-1%	2%	-8%	-1%	112%[activator]
CC1Cc2cc(/C(O)=C3/C(=O)C(=O)N(CCCn4ccnc4)C3c3ccc(F)cc3)ccc2O1 (stereo unspecified)	8%	-2%	8%	9%	29%	35%[activator]
Cc1cc2[nH]c(=O)c(=O)[nH]c2cc1S(=O)(=O)N1CCN(c2cccc(Cl)c2)CC1	-15%	2%&6%	-3%	0%&7%	10%	?
Cc1[nH]c2ccccc2c1/C=N/NC(=O)c1cc(C(C)(C)C)[nH]n1	0%	0%	4%	-8%	?	?
Cc1ccc(SCC(=O)c2ccc(CC(=O)O)s2)cc1	121%[activator]	-6%	7%	30%	5%	50%[activator]
O=C(NCCS(=O)(=O)NC1CCCC1)c1ccccc1	59%[activator]	-4%	/	-6%	10%	26%
CCC(C)Cn1c(C)nc2ccccc21 (stereo unspecified)	/	2%	1%	0%	?	-5%
Cc1cccc(/C=N/NC(=O)c2ccc3c(c2)OCCO3)c1O	?	/	-19%	1%	/	0%
O=C(O)c1ccc(N/N=C/C=C/c2ccccc2[N+](=O)[O-])cc1	/	-1%	5%	7%	27%	i
Cc1nnc(Sc2cc(C(=O)NCCCN(C)Cc3ccccc3)c3ccccc3n2)s1	2.1µM*	0%	0%	4%	-13%	?

Bioassay records (PubChem BioAssay)
